Screens (PubChem)
T cell modulator: modulates CD8 T cell binding to vesicles; 330,000 tested, 0.068% active; calls only at 7 µM; 2C CD8+ T cell-vesicle binding, flow cytometry; active compounds read low; AID 2052;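 active = response, share of CD8 T cells binding vesicles, and their 90th percentile fluorescence all below set limits, cut at about 80% in these data, passing the limit was not always enough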
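incubation = binding step 1.5 h, 37 °C, antibody labelling 20 min, ice | test system = 2C mouse CD8+ T cells | read-out basis = percent CD8+ FL2 mean versus row control | controls = Peptide-free naked vesicles (low) and QL9 vesicles with 0.7% DMSO vehicle (high) | detection = flow cytometry of vesicle-bound cells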
Salmonella PhoP GFP: inhibitors of PhoP regulon expression, primary screen, Salmonella Typhimurium, GFP reporter (AID 1863); S. Typhimurium PhoP-regulated promoter GFP reporter, 4 h; higher % means a stronger effect; 300,000 tested, 0.16% active; inhibition, % at 50 µM, or IC50 in µM where a hit was titrated;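 active = inhibition over 29.93%, a cutoff 3 SD above the screen mean, later confirmed by dose response; inconclusive = inhibition over 29.93% but no dose response follow-up; inactive = inhibition at most 29.93% or unconfirmed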;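 also: 0% = low Mg2+ inducing control and 100% = high Mg2+ repressing control; strong numbers were not always called active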
West Nile antiviral: inhibition of WNV-induced cytopathic effect – cell-based, CPE readout (AID 1621); CPE inhibition, % at 10 µM, or IC50 in µM where a hit was titrated; 290,000 tested, 0.02% active; West Nile virus-infected cells, CPE inhibition; higher % means a stronger effect; in the data active = a potency from the dose series; inconclusive = CPE inhibition mostly from about 3.7% at the one dose, without a potency; inactive = the rest, 99 in 100 with CPE inhibition below about 2.2%; also: strong numbers were not always called active
SV40 large T antigen: SV40 large T antigen inhibitors, biochemical (AID 1903); SV40 large T antigen ATPase/helicase inhibition assay; higher % means a stronger effect; inhibition, % at 20 µM, or IC50 in µM where a hit was titrated; 310,000 tested, 0.39% active; in the data active = a potency from the dose series; inconclusive = inhibition mostly from about 32% at the one dose, without a potency; inactive = the rest, 99 in 100 with inhibition below about 32%; also: strong numbers were not always called active
bCat nuc transl: modulators of beta-catenin nuclear translocation. HeLa beta-catenin nuclear translocation, immunofluorescence imaging. nuclear translocation activity, % at 5 µM. 190,000 tested, 0.3% active. AID 1665;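 active = nuclear translocation activity above 50% at 5 µM, with a well cell count of 50 or more; inconclusive = wells under 50 cells across six images, flagged as toxic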;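 also: per-cell ratio of nuclear to cytoplasmic median beta-catenin stain intensity; plate controls were DMSO negative control for no effect and GSK-3 inhibitor IX positive control for full effect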
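Test system: human HeLa cell line; Doses: 5 µM primary, 0.02–20 µM confirmation; Incubation: 24 h compound exposure, 37°C; Detection: beta-catenin immunofluorescence imaging with DAPI; Read-out: beta-catenin nuclear/cytoplasmic ratio, % activation.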
WT yeast gro inh: growth inhibition of WT yeast, mitochondrial fusion screen. mitochondrial fusion phenotypic screen, WT strain. inhibition, % at 10 µM. 190,000 tested, 2.1% active. AID 1362; in the data active = inhibition above about 58%; tested in S. cerevisiae
RSV CPE inhibition: inhibition of RSV-induced cytopathic effect – HEp-2 cells, primary 10 µM value included (AID 2391) | HEp-2 cells, RSV-induced CPE inhibition; higher % means a stronger effect | CPE inhibition, % at 10 µM, or IC50 in µM where a hit was titrated | 310,000 tested, 0.13% active; in the data active = a potency from the dose series; inconclusive = CPE inhibition mostly from about 23% at the one dose, without a potency; inactive = the rest, 99 in 100 with CPE inhibition below about 21%; also: strong numbers were not always called active
Myeloid diff 2: promotes myeloid progenitor differentiation. calls only at 10 µM. ER-HoxA9 myeloid progenitors, lysozyme-GFP differentiation, flow cytometry. 360,000 tested, 1% active. AID 624256;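 active = normalized GFP-positive differentiation at or above the plate's own cutoff, the solvent-only control mean plus 3 SD; inconclusive = no clear call, values can overlap the other calls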;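 also: cells exposed to compound for four days before flow analysis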
MgcRacGAP inhibition: MgcRacGAP GTPase-activating activity inhibitors, confirmation, biochemical, ADP Hunter fluorescence | AID 624330 | MgcRacGAP-stimulated Rac1 GTP hydrolysis, ADP Hunter fluorescence; higher % means a stronger effect; GST-tagged Rac1 F28L mutant substrate | one-dose inhibition, % at 30 µM; IC50 in µM for titrated hits | 340,000 tested, 0.6% active;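 active = first-screen hits whose inhibition reached a set limit at any dose in the follow-up dose series; inconclusive = inhibition above the set first-screen limit but never retested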;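 also: fluorescence reports GDP produced by GAP-driven GTP hydrolysis; strong numbers were not always called active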
WT yeast gro inh mutant strain: recorded beside WT yeast gro inh, whose call it bears; inhibition, %; mitochondrial fusion phenotypic screen, mutant strain inhibition
bCat nuc transl cell count 5 µM: recorded beside bCat nuc transl, whose call it bears; cell count; measured here: cell count, cytotoxicity flag
T cell modulator vesicle-bound %: further read-out of T cell modulator, marked with its call; double positive events, %; measured here: CD8+ vesicle-bound cell fraction;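 binding gate set so that unloaded-vesicle control wells show 10% double positive cells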
Myeloid diff 2 GFP+ MAC1+ %: recorded beside Myeloid diff 2, whose call it bears; GFP+ MAC1+ double positive, %; measured here: differentiation confirmed by MAC1 staining
* = called active by the depositor.

Results for COc1cc(CCC(=O)N2CCN(c3cccc(C)c3C)CC2)cc(OC)c1OC ?
T cell modulator: inactive; Salmonella PhoP GFP: -7%; West Nile antiviral: -1.0%; SV40 large T antigen: 19%; RSV CPE inhibition: inconclusive; Myeloid diff 2: inactive; MgcRacGAP inhibition: -6%; T cell modulator vesicle-bound %: 38; Myeloid diff 2 GFP+ MAC1+ %: 3.1

Results for O=C(c1ccc2c(=O)n3c(nc2c1)CCCCC3)N1CCN(c2ccccc2)CC1 ?
T cell modulator: inactive; Salmonella PhoP GFP: -7%; West Nile antiviral: -0.3%; SV40 large T antigen: 8%; bCat nuc transl: -1.8; RSV CPE inhibition: -0.4%; Myeloid diff 2: inactive; MgcRacGAP inhibition: 4%; bCat nuc transl cell count 5 µM: 1156; T cell modulator vesicle-bound %: 36; Myeloid diff 2 GFP+ MAC1+ %: 0.4

Results for Cc1[nH]n(-c2ccccc2)c(=O)c1C(C[N+](=O)[O-])c1ccccc1Cl (centres undefined) ?
T cell modulator: inactive; Salmonella PhoP GFP: 7%; West Nile antiviral: -0.2%; SV40 large T antigen: -9%; bCat nuc transl: 2.7; WT yeast gro inh: 7; RSV CPE inhibition: 3.1%; Myeloid diff 2: inactive; MgcRacGAP inhibition: 3%; WT yeast gro inh mutant strain: 2; bCat nuc transl cell count 5 µM: 1060; T cell modulator vesicle-bound %: 27; Myeloid diff 2 GFP+ MAC1+ %: 0.7

Results for CN(C(=O)CSc1nnc(-c2n[nH]c3ccccc23)o1)c1ccccc1 ?
T cell modulator: inactive; Salmonella PhoP GFP: 3%; West Nile antiviral: -0.4%; SV40 large T antigen: 0%; bCat nuc transl: 0.3; WT yeast gro inh: 5; RSV CPE inhibition: 6.0%; Myeloid diff 2: inactive; MgcRacGAP inhibition: 2%; WT yeast gro inh mutant strain: -9; bCat nuc transl cell count 5 µM: 1133; T cell modulator vesicle-bound %: 56; Myeloid diff 2 GFP+ MAC1+ %: 1.0

What do the screens show for `COc1cccc(C(=O)Nc2cccc(NC(=O)c3ccccc3Cl)c2)c1`?
T cell modulator: inactive; Salmonella PhoP GFP: 6%; West Nile antiviral: -1.0%; SV40 large T antigen: 8%; RSV CPE inhibition: 6.9%; Myeloid diff 2: inactive; MgcRacGAP inhibition: 3%; T cell modulator vesicle-bound %: 65; Myeloid diff 2 GFP+ MAC1+ %: 0.3

Results for CCCCc1ccc(NC(=S)N2CCCC2)cc1 ?
T cell modulator: inactive; Salmonella PhoP GFP: 0%; West Nile antiviral: -1.1%; SV40 large T antigen: 23%; RSV CPE inhibition: 0.5%; Myeloid diff 2: inactive; MgcRacGAP inhibition: -2%; T cell modulator vesicle-bound %: 10; Myeloid diff 2 GFP+ MAC1+ %: 0.6

What do the screens show for `O=C(NCC1CCCO1)C12CN(Cc3ccccc3)CC1C(c1cccc([N+](=O)[O-])c1)=NO2` (centres undefined)?
T cell modulator: inactive; Salmonella PhoP GFP: -3%; West Nile antiviral: -0.3%; SV40 large T antigen: 11%; bCat nuc transl: -3.8; WT yeast gro inh: -4; RSV CPE inhibition: 0.9%; Myeloid diff 2: inactive; MgcRacGAP inhibition: 9%; WT yeast gro inh mutant strain: 4; bCat nuc transl cell count 5 µM: 1115; T cell modulator vesicle-bound %: 11; Myeloid diff 2 GFP+ MAC1+ %: 1.6

Results for CCc1noc(C)c1C(=O)Nc1nc(-c2ccccc2)cs1 ?
T cell modulator: inactive; Salmonella PhoP GFP: -10%; SV40 large T antigen: 9%; RSV CPE inhibition: 9.2%; Myeloid diff 2: active; MgcRacGAP inhibition: 9%; T cell modulator vesicle-bound %: 27; Myeloid diff 2 GFP+ MAC1+ %: 2.2*

What do the screens show for `COc1cc2[nH]c(=S)n(Cc3ccc(C)cc3)c(=O)c2cc1OC`?
T cell modulator: inactive; Salmonella PhoP GFP: 7%; West Nile antiviral: -1.0%; SV40 large T antigen: -2%; bCat nuc transl: -1.8; WT yeast gro inh: 4; RSV CPE inhibition: 0.5%; Myeloid diff 2: inactive; MgcRacGAP inhibition: 1%; WT yeast gro inh mutant strain: 3; bCat nuc transl cell count 5 µM: 1204; T cell modulator vesicle-bound %: 36; Myeloid diff 2 GFP+ MAC1+ %: 0.4

How did COCCn1nnnc1C(c1cc2cc(C)ccc2[nH]c1=O)N1CCN(C2CCCCC2)CC1 (centres undefined) do in these assays?
T cell modulator: inactive; Salmonella PhoP GFP: -7%; West Nile antiviral: 0.1%; SV40 large T antigen: 10%; bCat nuc transl: -6.9; WT yeast gro inh: -21; RSV CPE inhibition: 2.1%; Myeloid diff 2: inactive; MgcRacGAP inhibition: 7%; WT yeast gro inh mutant strain: -9; bCat nuc transl cell count 5 µM: 1118; T cell modulator vesicle-bound %: 11; Myeloid diff 2 GFP+ MAC1+ %: 7.4

Results for COc1ccc(-c2cc(C(=O)N3CCCC3)c3ccccc3n2)cc1OC ?
T cell modulator: inactive; Salmonella PhoP GFP: -7%; West Nile antiviral: -0.1%; SV40 large T antigen: 23%; RSV CPE inhibition: 2.7%; Myeloid diff 2: inactive; MgcRacGAP inhibition: 5%; T cell modulator vesicle-bound %: 52; Myeloid diff 2 GFP+ MAC1+ %: 1.0

Results for CCOc1cccc(CN2CCCC(C(=O)Nc3ccc(-c4ccn[nH]4)cc3)C2)c1O (centres undefined) ?
T cell modulator: inactive; Salmonella PhoP GFP: -2%; West Nile antiviral: 0.0%; SV40 large T antigen: -3%; RSV CPE inhibition: 3.3%; Myeloid diff 2: inactive; MgcRacGAP inhibition: 9%; T cell modulator vesicle-bound %: 40; Myeloid diff 2 GFP+ MAC1+ %: 0.0

Results for Cc1ccc(N(CC(O)CN2CCCC2)S(=O)(=O)c2ccccc2)cc1 (centres undefined) ?
T cell modulator: inactive; Salmonella PhoP GFP: 0%; West Nile antiviral: -0.9%; SV40 large T antigen: -3%; bCat nuc transl: -3.5; WT yeast gro inh: 3; RSV CPE inhibition: -0.9%; Myeloid diff 2: inactive; MgcRacGAP inhibition: -8%; WT yeast gro inh mutant strain: 4; bCat nuc transl cell count 5 µM: 991; T cell modulator vesicle-bound %: 24; Myeloid diff 2 GFP+ MAC1+ %: 2.7

Results for C=CCOc1cccc(CNn2cn[nH]c2=S)c1 ?
T cell modulator: inactive; Salmonella PhoP GFP: -5%; SV40 large T antigen: -1%; WT yeast gro inh: 7; RSV CPE inhibition: -0.3%; Myeloid diff 2: inactive; MgcRacGAP inhibition: 3%; WT yeast gro inh mutant strain: 0; T cell modulator vesicle-bound %: 23; Myeloid diff 2 GFP+ MAC1+ %: 7.3

What do the screens show for `CC(C)c1ccc(Nc2nc(CC(=O)O)cs2)cc1`?
T cell modulator: inactive; Salmonella PhoP GFP: -4%; West Nile antiviral: 0.2%; SV40 large T antigen: 13%; bCat nuc transl: 0.0; WT yeast gro inh: 30; RSV CPE inhibition: 10%; Myeloid diff 2: inactive; MgcRacGAP inhibition: 13%; WT yeast gro inh mutant strain: 7; bCat nuc transl cell count 5 µM: 1112; T cell modulator vesicle-bound %: 58; Myeloid diff 2 GFP+ MAC1+ %: 0.3

Results for Cc1ccc(CSCCNS(=O)(=O)c2ccc(C)cc2)cc1 ?
T cell modulator: inactive; Salmonella PhoP GFP: -2%; West Nile antiviral: -1.5%; SV40 large T antigen: 7%; bCat nuc transl: 2.2; WT yeast gro inh: 24; RSV CPE inhibition: 10%; Myeloid diff 2: inactive; MgcRacGAP inhibition: -2%; WT yeast gro inh mutant strain: 11; bCat nuc transl cell count 5 µM: 1019; T cell modulator vesicle-bound %: 17; Myeloid diff 2 GFP+ MAC1+ %: 0.3

What do the screens show for `O=C(CCCn1c(SCC(=O)c2ccc(O)c(O)c2)nc2ccccc2c1=O)NCC1CCCO1` (centres undefined)?
T cell modulator: inactive; Salmonella PhoP GFP: 4%; West Nile antiviral: -0.6%; SV40 large T antigen: inconclusive; bCat nuc transl: 0.4; WT yeast gro inh: 0; RSV CPE inhibition: 0.9%; Myeloid diff 2: inactive; MgcRacGAP inhibition: inconclusive; WT yeast gro inh mutant strain: 7; bCat nuc transl cell count 5 µM: 729; T cell modulator vesicle-bound %: 23; Myeloid diff 2 GFP+ MAC1+ %: 0.6

Results for Cn1cnc(S(=O)(=O)Nc2ccccc2C(=O)NCC2CC2)c1 ?
T cell modulator: inactive; Salmonella PhoP GFP: -9%; West Nile antiviral: 0.0%; SV40 large T antigen: 1%; bCat nuc transl: 0.4; RSV CPE inhibition: 0.5%; Myeloid diff 2: inactive; MgcRacGAP inhibition: 4%; bCat nuc transl cell count 5 µM: 1291; T cell modulator vesicle-bound %: 24; Myeloid diff 2 GFP+ MAC1+ %: 0.3

What do the screens show for `COC(=O)C1CCN(C(=O)c2cc(OC)c(OC)c(OC)c2)CC1`?
T cell modulator: inactive; Salmonella PhoP GFP: -13%; West Nile antiviral: -0.5%; SV40 large T antigen: 13%; bCat nuc transl: -6.6; WT yeast gro inh: 78*; RSV CPE inhibition: 0.9%; Myeloid diff 2: inactive; MgcRacGAP inhibition: 2%; WT yeast gro inh mutant strain: 20*; bCat nuc transl cell count 5 µM: 976; T cell modulator vesicle-bound %: 35; Myeloid diff 2 GFP+ MAC1+ %: 5.2

How did COCCn1cnc2c1c(=O)n(Cc1ccc(Br)cc1)c(=O)n2Cc1ccccc1 do in these assays?
T cell modulator: inactive; Salmonella PhoP GFP: 8%; West Nile antiviral: -0.9%; SV40 large T antigen: 3%; RSV CPE inhibition: 13%; Myeloid diff 2: inactive; MgcRacGAP inhibition: 10%; T cell modulator vesicle-bound %: 42; Myeloid diff 2 GFP+ MAC1+ %: 1.1

What do the screens show for `COc1ccc(NC(=O)CC(NCc2ccccn2)C(=O)O)cc1` (centres undefined)?
T cell modulator: inactive; Salmonella PhoP GFP: 5%; West Nile antiviral: -0.3%; SV40 large T antigen: 3%; bCat nuc transl: -0.2; WT yeast gro inh: 3; RSV CPE inhibition: 0.0%; Myeloid diff 2: inactive; MgcRacGAP inhibition: 10%; WT yeast gro inh mutant strain: 5; bCat nuc transl cell count 5 µM: 1438; T cell modulator vesicle-bound %: 16; Myeloid diff 2 GFP+ MAC1+ %: 0.2
